Screening results (PubChem BioAssay)
Jurkat NFkB inh = lowers PMA/ionomycin-induced NF-kB signal in Jurkat cells; PMA/ionomycin-induced NF-kB luciferase reporter, luminescence; inhibition, % at 4 µM; 330,000 compounds, 0.53% hits; in the data active means inhibition above about 50%
Mdm2-MdmX inh = human Mdm2/MdmX binding inhibition | O15151+Q00987 | SaOS-2 split-luciferase Mdm2/MdmX complementation, luminescence | inhibition, % at 8 µM | 330,000 compounds, 3% hits | AID 485346;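 active means inhibition of at least 50% at 8 µM in the primary screen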
697 NFkB inh = inhibitors of the PMA/ionomycin-induced NF-kB reporter in 697 B cells. 697 B-cell NF-kB luciferase reporter, 16 h. inhibition, % at 4 µM. 330,000 compounds, 0.33% hits; in the data active means inhibition above about 35%
CXCR6 block = inhibitors of human CXCR6 receptor; O00574; CHO-K1 PathHunter CXCR6 beta-arrestin, luminescence; inhibition, % at 20 µM; 360,000 compounds, 0.36% hits; AID 602244; in the data active means inhibition above about 34%, passing the limit was not always enough;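 further: antagonist mode with CXCL16 agonist at 10 nM final; 0% = 10 nM CXCL16 with DMSO and 100% = unstimulated wells without agonist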
Target sequence (O00574 whole entry, looked up): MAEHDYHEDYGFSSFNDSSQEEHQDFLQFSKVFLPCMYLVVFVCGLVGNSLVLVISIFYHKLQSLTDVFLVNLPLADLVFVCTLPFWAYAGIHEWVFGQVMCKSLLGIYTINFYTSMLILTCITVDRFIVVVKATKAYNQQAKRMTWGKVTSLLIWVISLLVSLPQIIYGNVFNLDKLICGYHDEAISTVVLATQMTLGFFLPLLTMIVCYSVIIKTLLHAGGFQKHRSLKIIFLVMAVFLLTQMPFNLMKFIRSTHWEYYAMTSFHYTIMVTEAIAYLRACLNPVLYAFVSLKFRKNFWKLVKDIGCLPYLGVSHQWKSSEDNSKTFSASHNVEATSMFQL
Gli-Sufu antag = Gli-Sufu pathway antagonism; 340,000 compounds, 0.74% hits; Sufu-KO-LIGHT fibroblasts, Gli luciferase reporter luminescence; inhibition, % at 5 µM; AID 588413;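 active means inhibition above about 55%, limit read from the data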;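 further: 0% = DMSO-treated cells and 100% = wells with medium but no cells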
EBI2 block = blocks human EBI2 receptor beta-arrestin signaling. 360,000 compounds, 0.81% hits. inhibition, % at 5 µM. EBI2 beta-arrestin recruitment, luminescence, 7a,25-OHC stimulated; in the data active means inhibition above about 38%;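 further: enzyme fragment complementation signal reports receptor beta-arrestin coupling in cells; 0% = agonist plus DMSO wells and 100% = wells without agonist; some results beyond the cut were filed as inactive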
Target sequence (P32249 whole entry, looked up, the tested form may be a part): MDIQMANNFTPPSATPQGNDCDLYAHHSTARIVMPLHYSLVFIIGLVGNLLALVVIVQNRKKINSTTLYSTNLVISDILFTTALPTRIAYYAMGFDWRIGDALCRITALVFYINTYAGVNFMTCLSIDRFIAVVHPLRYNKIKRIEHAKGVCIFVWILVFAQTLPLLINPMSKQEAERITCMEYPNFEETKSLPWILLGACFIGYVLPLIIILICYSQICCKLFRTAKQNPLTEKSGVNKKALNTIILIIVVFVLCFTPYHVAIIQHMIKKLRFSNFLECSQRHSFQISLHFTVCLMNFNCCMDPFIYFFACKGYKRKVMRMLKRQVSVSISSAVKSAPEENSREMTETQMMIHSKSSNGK
UPR XBP1 act = adaptive UPR (XBP1) activation; CHO-XBP1 luciferase reporter, IRE1-XBP1 UPR activation, luminescence; percent of tunicamycin response, DMSO as zero; activation, % at 20 µM; 330,000 compounds, 0.33% hits;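 active means versus positive control, 20 µM dose yields 30% or more activation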;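 further: 100% = tunicamycin at 10 µg/mL and 0% = DMSO only wells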
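Assay system: CHO-XBP1 luciferase reporter cells; Schedule: 6 h treatment, 37 °C; Detection: glow luminescence from Steady-Glo reagent; Benchmarks: high control tunicamycin 10 µg/mL final, low control DMSO vehicle only.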
CCR6 antag = blocks CCL20-driven beta-arrestin recruitment at human CCR6 | P51684 | inhibition, % at 20 µM | CHO-K1 CCR6 PathHunter beta-arrestin, luminescence, CCL20-stimulated | 340,000 compounds, 0.49% hits;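 active means compounds whose inhibition of the agonist-driven luminescence signal at 20 µM reaches about 50%, limit read from the data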;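 further: cells stimulated with CCL20 at 14 nM final; plate controls were DMSO with CCL20 for no effect and DMSO without agonist for full effect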
Target sequence (P51684 whole entry, looked up): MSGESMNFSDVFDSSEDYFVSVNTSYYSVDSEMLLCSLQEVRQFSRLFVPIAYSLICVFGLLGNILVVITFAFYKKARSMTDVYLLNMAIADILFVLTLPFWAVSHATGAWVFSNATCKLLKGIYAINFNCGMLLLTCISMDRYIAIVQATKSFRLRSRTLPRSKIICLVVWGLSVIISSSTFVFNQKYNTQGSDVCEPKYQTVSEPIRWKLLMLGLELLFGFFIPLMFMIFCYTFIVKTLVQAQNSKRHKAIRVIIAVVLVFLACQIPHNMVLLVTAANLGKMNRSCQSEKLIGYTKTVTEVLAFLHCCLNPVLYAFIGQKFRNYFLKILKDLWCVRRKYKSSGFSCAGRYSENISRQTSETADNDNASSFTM
UPR CHOP act = activators of apoptotic arm of unfolded protein response (CHOP). CHO-CHOP luciferase reporter, UPR activation, luminescence; percent of tunicamycin response over DMSO baseline. 330,000 compounds, 0.34% hits. AID 449763. activation, % at 10 µM;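 active means at 10 µM dose, activation of 40% or more, normalized to positive control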;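 further: 100% = tunicamycin at 10 µg/mL and 0% = DMSO alone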
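System: CHO-CHOP luciferase reporter cell line; amount: 500 cells/well; buffer or medium: F12 medium containing 10% fetal bovine serum; incubation: 6 h compound exposure at 37 °C after overnight seeding; measured by: luciferase luminescence after 10 min with Steady-Glo reagent; evaluation: % reporter activation, DMSO baseline versus tunicamycin full activation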
* hit, by the source's call; / = not tested or not shown.

canonical_smiles	Jurkat NFkB inh	Mdm2-MdmX inh	697 NFkB inh	CXCR6 block	Gli-Sufu antag	EBI2 block	UPR XBP1 act	CCR6 antag	UPR CHOP act
CC(=O)Nc1c(C(=O)O)oc2ccccc12	5	11	5	2	-1	0	-5	-12	0.3
Cc1onc(-c2ccccc2)c1C(=O)N/N=C/c1c[nH]c2ccccc12	14	-8	-1	-18	-22	7	1	5	-1.3
CCC(=O)N(c1ccc(F)cc1)C1C=CS(=O)(=O)C1 (configuration not stated)	-16	3	2	-10	-3	-17	-3	-1	0.5
O=C(C1CC(=O)N(c2ccc3c(c2)OCCO3)C1)N1CCN(Cc2ccccc2)CC1 (configuration not stated)	3	3	24	4	-2	-2	-3	5	0.1
OCCOCCOCCn1c2ccccc2c2ccccc21	-29	-19	-35	8	4	-2	1	5	-1.8
OCCN(CCO)CC(O)COCCC12CC3CC(CC(C3)C1)C2 (configuration not stated)	-19	12	-34	2	7	-1	3	1	-4.5
O=C1CC(N2CCC(O)CC2)C(=O)N1c1ccc(Br)cc1 (configuration not stated)	0	10	0	8	-6	2	-5	-5	3.8
O=C(Nc1ccncc1)c1ccc2ncsc2c1	-1	1	-84	-2	-24	0	1	-7	2.9
CCOC(=O)C(C)Sc1ncc(OC)c(Sc2ccc(Cl)cc2)n1 (configuration not stated)	13	23	6	-2	4	29	2	24	-0.8
Cc1ccccc1CNC(=O)CCCC(=O)n1nc(C)c2ccccc21	4	20	-15	7	-6	6	-2	14	-3.1
COc1ccc(OC)c2sc(NNC(=O)COc3ccccc3)nc12	-13	3	16	-9	0	-15	-1	-9	-0.5
COC(=O)C(CC(=O)c1ccc(C)cc1)n1nc(C)cc1C (configuration not stated)	1	-6	4	-1	1	7	1	-4	-1.4
CN(Cc1ccccc1)Cc1nc2c([nH]1)c(=O)n(C)c(=O)n2C	9	15	4	6	-15	3	3	10	-1.7
CN(Cc1ccccc1)C(=O)NC1CCCCC1	4	-20	-14	-7	-4	-9	-3	0	0.8
O=[N+]([O-])c1ccccc1OCCCN1CCOCC1	8	20	12	9	0	-11	3	-4	-1.3
CCCCC1CC(CSC(=N)N)OC1=O (configuration not stated)	6	-35	6	1	5	3	-4	-2	-2.1
Cc1ncc(CN2CCN(CCC(C)C)C(CCO)C2)s1 (configuration not stated)	6	18	15	-1	-5	-2	2	3	1.3
Cc1c(N=C2NC(=O)C(CC(=O)Nc3ccc(Cl)cc3)S2)c(=O)n(-c2ccccc2)n1C (configuration not stated)	-2	7	-18	-3	8	9	-4	29	0.7
COc1cccc(NC(=O)CN2C(=O)C3(OCCCO3)c3ccccc32)c1	4	-18	19	8	2	-6	-4	-6	-2.5
O=C(Cn1c(=O)sc2ccccc21)Nc1ccc(O)cc1	-14	-8	-36	-4	6	5	-2	10	-0.2
Brc1ccc2nc(CSc3ncn[nH]3)cn2c1	-3	-5	-25	-5	0	-5	-9	-17	1.8
CCOC(=O)c1cc(-c2ccccc2)n(CCC(=O)N2CCN(c3ccccn3)CC2)c1C	-1	13	-10	1	5	-2	-4	-5	-3.3
CCN(CC)CC(=O)Nc1sc(C)c(C)c1C(=O)c1ccc(C)cc1	-4	20	19	6	-3	-1	-1	3	-1.5
COc1ccccc1CC(=O)NN1C(=O)c2ccccc2C1=O	8	11	5	-1	-5	-1	1	10	-0.5
COc1ccccc1N1CCN(C(=O)c2ccc(-c3nc4ccccc4s3)o2)CC1	-22	10	-32	2	/	-1	1	12	3.3
COc1ccc(CCNS(=O)(=O)c2ccc(Br)s2)cc1	/	/	/	-6	7	-5	/	-8	/
CCn1c(SCc2ccccc2)nnc1-c1ccc(S(=O)(=O)N2CCCCC2)cc1	-4	-9	-52	1	27	7	-2	16	-1.2
CC(=O)c1ccc(NC(=O)CCNS(=O)(=O)c2ccccc2F)cc1	-4	-18	5	3	-1	-7	2	7	1.3
CCC(C)c1ccc(NC(=O)C2CC3CCC2C3)cc1 (configuration not stated)	-95	-56	-123	-6	-58	4	6	-7	9.3
c1ccc(N(c2ccccc2)c2nc(N3CCCC3)nc(-n3ccnc3)n2)cc1	11	28	15	9	11	40*	8	34	3.2

One compound at a time (already shown). Order of screens: Jurkat NFkB inh, Mdm2-MdmX inh, 697 NFkB inh, CXCR6 block, Gli-Sufu antag, EBI2 block, UPR XBP1 act, CCR6 antag, UPR CHOP act
CCn1c(SCc2ccccc2)nnc1-c1ccc(S(=O)(=O)N2CCCCC2)cc1 is listed with -4, -9, -52, 1, 27, 7, -2, 16, -1.2
O=[N+]([O-])c1ccccc1OCCCN1CCOCC1 is listed with 8, 20, 12, 9, 0, -11, 3, -4, -1.3
CCC(C)c1ccc(NC(=O)C2CC3CCC2C3)cc1 (configuration not stated) is listed with -95, -56, -123, -6, -58, 4, 6, -7, 9.3

(cont.)
canonical_smiles	Jurkat NFkB inh	Mdm2-MdmX inh	697 NFkB inh	CXCR6 block	Gli-Sufu antag	EBI2 block	UPR XBP1 act	CCR6 antag	UPR CHOP act
c1ccc(-c2ccc(C3CCCN3)cc2)cc1 (configuration not stated)	-1	-5	2	-8	1	-14	4	6	3.2
CS(=O)(=O)c1ccc2nc(NC(=O)Nc3ccccc3F)sc2c1	-124	-206	-154	-4	-72	-11	1	19	14
CCCn1nc(C(=O)OCc2nc(N)nc(Nc3ccccc3C)n2)c2ccccc2c1=O	-1	35	19	-1	-8	-7	0	-7	-0.9
CN1CCN(C(=O)CCN2C(=O)/C(=C/c3cccc(Br)c3)SC2=S)CC1	16	49	19	-13	-2	8	-3	15	-0.7
Cc1cccc(NC(=O)c2cc(S(=O)(=O)N3CCCCC3)c[nH]2)c1C	-10	23	-12	2	-2	6	1	2	-0.2
Cc1ccccc1COC(=O)CN1C(=O)NC2(CCCC2)C1=O	5	13	22	-2	-2	-11	-1	1	1.7
Cc1nc2ccc(NC(=O)NCCO)cc2s1	-3	-5	-38	-3	-1	9	-6	6	-1.2
Cc1nn(C2CCS(=O)(=O)C2)c2nc(C3CC3)cc(C(=O)Nc3ccc(C(N)=O)cc3)c12 (configuration not stated)	1	17	0	-5	-11	-14	0	17	-0.5
Cc1ccoc1C(=O)N1CCN(C(=O)c2occc2C)CC1	-9	15	6	-4	11	7	-3	11	-3.0
Cn1c(=O)n(Cc2ccccc2)c(=O)c2c1nc1n2CCCN1C1CCCCC1	12	46	-59	2	3	10	6	16	0.9
COc1cc(/C=N/NC(=O)c2c(-c3ccccc3)noc2C)cc(OC)c1OC	13	3	15	-1	9	-15	-1	-1	-1.2
COc1cccc(CN2CC(C(=O)NCCCCc3ccccn3)CCC2=O)c1 (configuration not stated)	6	-6	12	-1	-3	-8	0	-4	1.9
Cc1ccccc1OCC(=O)NCCNC(=O)c1ccccn1	5	-10	11	-1	-4	5	-1	5	-1.2
Cn1cccc1/C=C(/C#N)C(N)=S	-8	1	4	8	-1	1	-3	29	-2.4
NC(=O)NC(Cc1ccccc1)C(=O)Nc1ccc(S(N)(=O)=O)cc1 (configuration not stated)	5	3	8	-5	-4	-1	-1	-3	0.3
CS(=O)(=O)N1N=C(c2cccs2)CC1c1ccco1 (configuration not stated)	10	-31	-2	5	-13	-8	-1	3	-1.3
CCOCCCNC(=O)c1ccc(NC(=O)C2CCCO2)cc1 (configuration not stated)	-13	-12	0	-2	3	2	-3	7	1.3
O=C(NCCc1ccc(F)cc1)c1ccc(S(=O)(=O)N2CCCCC2)cc1	-8	0	1	8	5	5	-2	9	0.6
CN(C)S(=O)(=O)c1ccc(C(=O)NCc2ccc3[nH]c4c(c3c2)CCCC4)cc1	3	10	-22	-6	11	0	-1	12	1.3
COc1ccc(NC(=O)CN(C)C(=O)C(C)N2C(=O)c3ccccc3C2=O)cc1 (configuration not stated)	-4	-7	-11	-2	2	-15	1	2	0.6
O=C(COC(=O)c1cc2c(s1)CCCC2)Nc1ccc(Cl)cn1	14	-4	-4	-5	-6	2	0	6	-0.8
O=C(Cn1cnc2c(cnn2-c2ccc(Cl)cc2)c1=O)NCC1CCCO1 (configuration not stated)	8	-18	10	8	2	-1	-4	-7	-1.3
Cc1ccc(C(=O)CC(C(=O)O)n2cccn2)cc1 (configuration not stated)	-6	-25	-15	-2	20	1	-1	-7	1.0
Cc1ccccc1CSc1ccc(S(=O)(=O)N2CCCC2)cn1	5	1	18	8	1	11	0	24	1.2
COc1ccc(Cl)cc1N1C(=O)c2cccnc2C1=O	4	-18	10	-2	44	7	-6	13	0.9
Cc1ccc(/C(N)=N/OC(=O)N2CCOCC2)cc1	-1	95*	-21	9	-12	-1	1	-24	3.2
CC(C)(O)C#Cc1ccc(C(=O)NCCc2ccc(S(N)(=O)=O)cc2)cc1	-1	-8	3	-8	-7	-2	-1	3	1.2
O=C(O)c1ccc(N2C(=O)C3ON(c4ccccc4)C(c4ccccc4F)C3C2=O)cc1 (configuration not stated)	5	-12	4	-14	6	2	-1	8	0.2
C=CCn1c(SCC(=O)NCCCC(=O)OCC)nc2scc(-c3ccco3)c2c1=O	-8	-28	-6	4	10	-2	0	5	-0.1
CN(Cc1ccccc1)C(=O)CC(c1ccccc1)c1cc(Cl)ccc1O (configuration not stated)	-8	24	-8	8	2	13	-2	10	-0.5

2 entries from above, with two lines to a compound.
Results follow in this order: Jurkat NFkB inh	Mdm2-MdmX inh	697 NFkB inh	CXCR6 block	Gli-Sufu antag	EBI2 block	UPR XBP1 act	CCR6 antag	UPR CHOP act
O=C(COC(=O)c1cc2c(s1)CCCC2)Nc1ccc(Cl)cn1
 : 14	-4	-4	-5	-6	2	0	6	-0.8
O=C(Cn1cnc2c(cnn2-c2ccc(Cl)cc2)c1=O)NCC1CCCO1 (configuration not stated)
 : 8	-18	10	8	2	-1	-4	-7	-1.3

Next records
canonical_smiles	Jurkat NFkB inh	Mdm2-MdmX inh	697 NFkB inh	CXCR6 block	Gli-Sufu antag	EBI2 block	UPR XBP1 act	CCR6 antag	UPR CHOP act
C=CCSC1=N/C(=C\c2cc(OCC)c(OC(C)=O)c([N+](=O)[O-])c2)C(=O)S1	11	33	18	46*	4	-7	-2	53*	-1.4
COc1cccc(CN(C)C(=O)C(CCSC)NS(=O)(=O)c2ccc3c(c2)OCCO3)c1OC (configuration not stated)	23	67*	33	4	42	-33	-3	-1	-0.3
O=C1C(=O)N(Cc2ccco2)C(c2cccs2)/C1=C(\O)c1cccc([N+](=O)[O-])c1 (configuration not stated)	7	4	-13	8	-1	-5	-2	13	0.1
Cn1c(=O)[nH]c(=O)c2c1nc(SCC(=O)O)n2Cc1ccccc1	-13	10	1	-10	-2	-5	-1	0	1.0
CCCN(CC(=O)Nc1cc(Cl)cc(Cl)c1)CC(=O)Nc1ccc(F)c(F)c1F	-1	52*	-14	-40	3	22	-2	-14	2.5
CCc1cccc2c(C(=O)CN3C(=O)NC(C)(c4cccc5ccccc45)C3=O)c[nH]c12 (configuration not stated)	12	40	11	-4	5	5	3	-14	0.6
C#CCOCCOCCOCCNc1nc(N2CCN(C(=O)CCCCCCCCCCNC(=O)[C@H]([C@@H](C)CC)n3cc(CCCCCN)nn3)CC2)nc(N2CCN(C(=O)CCCCCCCCCCNC(=O)[C@@H]([C@H](C)O)n3cc(C)nn3)CC2)n1	49	98*	-25	3	-2	-22	18	-1	3.1
CCCCOC(=O)Nc1ccccc1C(N)=O	-6	-21	-26	-4	-14	4	3	0	1.6
O=C(COC(=O)CN1C(=O)c2ccccc2C1=O)Nc1ccc(S(=O)(=O)N2CCCC2)cc1	-12	0	-1	4	-5	1	0	-8	-0.7
